Screening results deposited in PubChem by Sanford-Burnham Center for Chemical Genomics.
MT1-MMP act inh – blockers of MT1-MMP proenzyme processing, primary screen, HT1080 RFP-PRO-GFP cells, GFP/RFP fluorescence; AID 651647, 2012; GFP/RFP ratio fluorescence, overnight; percent of plate control window, DMSO zero; GFP/RFP ratio change, % at 20 µM; actives 0.061% (n = 360,000);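 active = GFP/RFP ratio change of at least 30% with cell ATP level not reduced by more than half and red fluorescence within 50% of control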; note: strong numbers were not always called active
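Read-out: GFP/RFP fluorescence ratio; Test system: RFP-PRO-GFP reporter HT1080 cells; Compound dosing: single-point 20 µM compound, 1% DMSO; Times: overnight compound exposure at 37 °C.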
LMPTP block – LMPTP phosphatase inhibitors, primary screen, biochemical, fluorescence intensity, uHTS; recombinant LMPTP-A, OMFP fluorogenic substrate; inhibition, % at 20 µM; actives 0.22% (n = 360,000);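 active = compounds that cut the enzyme signal by at least half of the control window in the single-dose screen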;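 note: plate controls were DMSO wells with enzyme plus substrate for no effect and substrate without enzyme for full effect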
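Test system – LMPTP-A enzyme · Amount – LMPTP-A at 0.625 nM final in the reaction · Buffer or medium – Bis-Tris pH 6.0, DTT, detergent · Reagent – OMFP 400 µM · Doses – single 20 µM dose · Schedule – reaction 50 min, room temperature, dark · Detection – fluorescence intensity of OMFP turnover product · Evaluation – percent inhibition versus substrate-only and uninhibited controls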
Scp1 inh – Scp-1 phosphatase inhibitors, primary screen, biochemical, colorimetric, uHTS | Recombinant Scp1, phosphopeptide, malachite green phosphate absorbance | inhibition, % at 20 µM | actives 0.88% (n = 340,000) | AID 493091, 2011;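 active = inhibition above about 50% at 20 µM, limit read from the data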;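 note: plate controls were DMSO wells with enzyme for no effect and wells lacking enzyme for full effect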
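System: SCP-1 catalytic domain; Reagent: Phospho 17-mer peptide substrate; Doses: one concentration, 20 µM, with 1.0% DMSO; Incubation: 45 min room-temperature reaction, 5 min colour, 30 min stabiliser; Signal: Phosphate-binding colour reagent, absorbance read at 630 nm.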
NadD inh – inhibitors of S. aureus NadD, primary screen, biochemical, colorimetric, uHTS; AID 602399, 2012; inhibition, % at 20 µM; purified NadD enzyme, colorimetric absorbance read-out; Nicotinate-nucleotide adenylyltransferase NadD (Staphylococcus aureus N315); actives 0.78% (n = 360,000); in the data active = inhibition above about 26%; note: some compounds past the cut are filed as inactive
SUMO1-SIM PPI – modulators of SUMO1 protein-protein interactions, primary screen, biochemical, uHTS; SUMO1 binding to a labelled peptide, TR-FRET, 1 h; inhibition, % at 20 µM; actives 0.33% (n = 360,000); Small ubiquitin-related modifier 1 (Homo sapiens), P63165; AID 602429, 2012; in the data active = inhibition above about 37%
Target sequence (P63165 whole entry, looked up): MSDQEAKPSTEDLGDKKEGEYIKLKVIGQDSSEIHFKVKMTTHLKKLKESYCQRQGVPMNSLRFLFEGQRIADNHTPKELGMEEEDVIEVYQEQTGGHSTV
SKN-1 inh – suppressors of acrylamide-induced Pgst-4::GFP reporter in worms, primary screen, SKN-1 inhibitor project, whole organism, uHTS, GFP/RFP fluorescence ratio, strain VP596 | C. elegans VP596 Pgst-4::GFP/RFP ratio, 24 h | AID 624304, 2012 | inhibition, % at 21.8 µM | actives 0.49% (n = 360,000);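 active = interference check ratio from 0.5 to 1.5 plus GFP to RFP signal ratio inhibition reaching or exceeding a fixed threshold, cut at about 30% in these data, passing the limit was not always enough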; note: some compounds called inactive have numbers as strong as hits
CendR NRP1 mod – modulators of CendR peptide binding to NRP-1, primary screen, biochemical, fluorescence polarization, uHTS | actives 0.85% (n = 360,000) | AID 602438, 2012 | FAM-RPARPAR peptide binding to NRP-1 | inhibition, % at 25 µM;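 active = inhibition or corrected inhibition above about 18%, plus a signal ratio from 0.5 to 1.5, limit read from the data, passing the limit was not always enough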; note: strong numbers were not always called active
Target sequence (O14786 whole entry, looked up): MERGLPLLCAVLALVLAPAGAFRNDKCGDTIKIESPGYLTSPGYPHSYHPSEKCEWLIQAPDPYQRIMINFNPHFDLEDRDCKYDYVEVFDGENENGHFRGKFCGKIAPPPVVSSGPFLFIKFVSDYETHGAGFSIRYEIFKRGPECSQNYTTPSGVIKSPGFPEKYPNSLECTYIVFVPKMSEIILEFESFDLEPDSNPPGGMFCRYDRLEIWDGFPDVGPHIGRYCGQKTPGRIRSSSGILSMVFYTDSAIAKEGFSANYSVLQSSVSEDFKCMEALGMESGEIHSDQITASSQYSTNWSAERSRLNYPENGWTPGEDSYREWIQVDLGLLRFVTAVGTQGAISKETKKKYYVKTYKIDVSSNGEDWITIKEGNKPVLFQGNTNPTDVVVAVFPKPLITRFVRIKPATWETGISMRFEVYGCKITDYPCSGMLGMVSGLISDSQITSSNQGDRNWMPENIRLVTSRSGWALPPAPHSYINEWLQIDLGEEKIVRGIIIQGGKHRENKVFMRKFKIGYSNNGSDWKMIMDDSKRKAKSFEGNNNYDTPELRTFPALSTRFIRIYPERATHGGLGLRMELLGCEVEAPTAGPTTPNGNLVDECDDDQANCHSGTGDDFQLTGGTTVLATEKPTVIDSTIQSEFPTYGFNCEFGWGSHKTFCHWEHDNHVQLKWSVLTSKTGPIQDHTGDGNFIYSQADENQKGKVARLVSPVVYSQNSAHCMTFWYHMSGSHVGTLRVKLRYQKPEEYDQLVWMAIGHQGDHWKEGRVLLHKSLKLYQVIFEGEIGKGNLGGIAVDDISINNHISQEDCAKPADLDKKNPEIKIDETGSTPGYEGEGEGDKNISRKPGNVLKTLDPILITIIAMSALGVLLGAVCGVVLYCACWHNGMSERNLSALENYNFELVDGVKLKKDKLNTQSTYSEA
DNMT1 inh – human DNMT1 methyltransferase inhibitors, primary screen, biochemical, molecular beacon, fluorescence, HinP1I cleavage, uHTS; DNA (cytosine-5)-methyltransferase 1 (Homo sapiens), P26358; inhibition (reported as % activation of signal), % at 10 µM; actives 0.83% (n = 360,000); in the data active = inhibition above about 50%
STEP block – STEP phosphatase inhibitors, primary screen, biochemical, fluorescence intensity, uHTS; Tyrosine-protein phosphatase non-receptor type 5 (Homo sapiens), P54829; recombinant STEP, OMFP fluorogenic substrate; inhibition, % at 20 µM; actives 0.25% (n = 360,000);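 active = inhibition at 20 µM, scaled per plate between control wells, above about 37%, limit read from the data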;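 note: 0% = DMSO with enzyme and substrate and 100% = substrate only without enzyme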
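Test system: STEP tyrosine phosphatase / Reagent: OMFP at 25 µM / Doses: 20 µM, 1% DMSO / Read-out: percent inhibition scaled to no-enzyme and uninhibited-enzyme controls, plate-pattern corrected / Detection: FITC-channel fluorescence of OMFP product / Medium: Bis-Tris buffer pH 6.0, 2.5 mM DTT, 0.005% Tween 20 / Schedule: 20 min at room temperature, dark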
Rpn11 block – Rpn11 (PSMD14) deubiquitinase inhibitors, primary screen, biochemical, fluorescence polarization, uHTS; calls only at 20 µM; 26S proteasome non-ATPase regulatory subunit 14 (Homo sapiens), O00487; human 26S proteasome, Ub4-pepOG fluorescence polarization; 20S core pre-blocked with epoxomicin; actives 0.59% (n = 360,000);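 active = inhibition at 20 µM, scaled to each plate's controls, above about 33%, limit read from the data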
The depositor's hits bear a star; i = inactive; nt = not tested or not shown; + = active, no number.

structure	MT1-MMP act inh	LMPTP block	Scp1 inh	NadD inh	SUMO1-SIM PPI	SKN-1 inh	CendR NRP1 mod	DNMT1 inh	STEP block	Rpn11 block
Fc1ccc(N2N=C(c3cccs3)CC2c2ccccc2)cc1 (stereo not drawn)	-7	3.7	-5	-6	-3	32	-36	1	0	+
O=C(COC(=O)c1cccnc1Cl)NCc1ccco1	5	-0.7	92*	1	10	-1	-10	1	0	i
Cc1cccc(C)c1N1CCN(C(=O)Cn2cncn2)CC1	2	-2.0	-7	-4	30	-6	13	6	-4	i
CCOc1c(Cl)cc(/C=C/C(=O)N(CC)CC(=O)NCc2cccs2)cc1OC	0	0.7	-10	2	-5	10	1	15	2	i
Nc1ccc(-c2nc3ccc(C(=O)O)cc3s2)cc1	1	3.0	1	-1	12	1	-8	0	2	i
COC(=O)c1ccc(N=Cc2c(C(F)(F)F)[nH]n(C)c2=O)cc1	2	-1.2	-4	3	0	-2	7	0	0	i
CCCNC(=O)C1CCC(CNS(=O)(=O)c2ccc3c(c2)CC(C)N3C(C)=O)CC1 (stereo not drawn)	3	-2.5	3	-10	3	9	-3	4	0	i
Cc1cc(C)nc(Nc2ccc(C)c([N+](=O)[O-])c2)n1	-18	1.2	-6	1	-4	8	0	-4	3	i
Cc1ccc(CNC(=O)COC(=O)Cc2ccc(-c3ccccc3)cc2)cc1	-1	-1.2	-14	-11	2	3	2	-2	-3	i
CC(OC(=O)c1ccco1)C(=O)NCc1ccc2c(c1)OCO2 (stereo not drawn)	0	-0.2	4	6	-3	-6	13	-6	0	i
CC(C)(C)c1ccc(NC(=O)COC(=O)c2ccc(CN3CCCC3=O)cc2)cc1	3	0.7	-2	-4	23	-24	15	3	-1	i
O=S(=O)(c1ccccc1)C1(C2CC(c3ccccc3)=NO2)CC(O)C1 (stereo not drawn)	0	-1.2	-6	-6	-1	10	14	2	-3	i
O=C(NC(=S)Nc1ccc(N2CCCC2)cc1)c1ccccc1[N+](=O)[O-]	8	7.0	0	33*	-8	-4	5	26	0	i
Cc1nc([N+](=O)[O-])cn1CC(=O)c1ccc(OC(F)(F)F)cc1	2	-2.3	-2	-7	-8	5	2	1	-3	i
CC(C)CC(=O)NC(c1cccs1)c1ccc2cccnc2c1O (stereo not drawn)	6	2.3	-9	-1	-7	6	-4	-7	4	i
N#Cc1ccccc1OCC(=O)N1CCN(S(=O)(=O)c2ccc(Cl)cc2)CC1	1	-0.2	-10	-9	-1	0	11	-3	-2	i
CNC(=O)C1CC(=O)N(Cc2ccc3c(c2)OCO3)C(=Nc2ccc(F)cc2)S1 (stereo not drawn)	1	0.1	-11	-2	-4	12	2	0	-2	i
COC(=O)c1c(NC(=O)CSc2nnc(-c3ccco3)n2Cc2ccccc2)sc(C)c1C	-2	6.3	-2	-1	1	23	2	-8	7	i
O=[N+]([O-])c1cc(/C=N/OCc2c(Cl)cccc2Cl)ccc1N1CCOCC1	-1	3.2	-12	11	-8	3	-6	-8	1	i
CCc1ccc(N2CC(C(=O)Nc3ccccc3F)CC2=O)cc1 (stereo not drawn)	-3	-0.7	-5	-1	1	11	2	5	-1	i
CCN(CC)C(=O)c1ccc(COc2ccc(Cl)c(C)c2)o1	-3	1.2	-7	-6	3	-3	9	4	0	i
Cc1ccc(C(=O)NNc2ncnc3c2cnn3C)cc1	-2	-1.0	-4	-7	5	-6	4	0	0	i
CCN(CC)Cc1cc(NC2=NS(=O)(=O)c3ccccc32)ccc1OC(=O)C(C)C	2	0.8	-12	-6	-1	-12	5	3	2	i
CSCC(NS(=O)(=O)c1ccc(C)cc1)C(=O)O (stereo not drawn)	-4	-0.7	-4	1	-3	8	-1	3	-1	i

One compound at a time (already shown). Values in the order: MT1-MMP act inh	LMPTP block	Scp1 inh	NadD inh	SUMO1-SIM PPI	SKN-1 inh	CendR NRP1 mod	DNMT1 inh	STEP block	Rpn11 block
Results for Cc1nc([N+](=O)[O-])cn1CC(=O)c1ccc(OC(F)(F)F)cc1 → 2	-2.3	-2	-7	-8	5	2	1	-3	i
Results for O=C(NC(=S)Nc1ccc(N2CCCC2)cc1)c1ccccc1[N+](=O)[O-] → 8	7.0	0	33*	-8	-4	5	26	0	i

New compounds follow
structure	MT1-MMP act inh	LMPTP block	Scp1 inh	NadD inh	SUMO1-SIM PPI	SKN-1 inh	CendR NRP1 mod	DNMT1 inh	STEP block	Rpn11 block
Brc1ccc(-c2nc3ncccn3c2NC2CCCCC2)o1	-15	0.8	2	8	-13	20	-1	0	2	i
COc1ccc2c(c1OC)C(=O)N(c1nccs1)C2	-11	-1.3	0	4	-1	19	5	3	-3	i
COc1ccccc1C1OCC(C)(C)CO1	2	-0.8	-10	4	-1	17	17	1	-1	i
CCC(SC1=NCCS1)C(=O)Nc1ccc(S(N)(=O)=O)cc1 (stereo not drawn)	-1	-1.4	-5	-2	-3	-2	-6	-4	-1	i
CCNc1nc(Cl)nc(NCCOc2ccc(C)cc2)n1	2	-0.2	1	0	-1	2	8	22	-1	i
CC(=O)Nc1c(C(=O)C2CC2)oc2ccccc12	0	-1.1	-2	-1	-5	14	7	1	-1	i
O=C(COC(=O)c1cc([N+](=O)[O-])ccc1N1CCOCC1)c1ccc(Br)cc1	2	2.0	2	-6	-22	5	-7	0	1	i
Cn1c(Cn2c3ccccc3c3ccccc32)n[nH]c1=S	9	-6.5	-11	-3	7	3	-8	1	-1	i
Cc1ccc(-n2c(SCC(=O)NCC3CCCO3)nc3n[nH]c(C)c3c2=N)cc1Cl (stereo not drawn)	-1	-16	-5	-1	6	8	6	5	2	i
COc1ccc2c(CC(=O)OCC(=O)Nc3ccc4c(c3)OCO4)coc2c1	3	-0.4	-9	-4	3	-11	-9	-6	-2	i
CCC1/C(=N\O)CC(c2ccco2)NC1c1ccco1 (stereo not drawn)	11	-0.3	-3	-4	-2	14	8	4	3	i
O=C(Nc1ccc(F)cc1)N1CCCC(c2nc3c(nnn3Cc3ccccc3Cl)c(=O)[nH]2)C1 (stereo not drawn)	1	1.0	-9	6	1	2	4	-2	2	i
O=[N+]([O-])c1cccc(C(=S)N2CCN(c3ccccc3)CC2)c1	2	0.5	2	-6	-8	30	2	-8	2	i
O=C(CSc1nccc(=O)[nH]1)c1ccco1	-5	-0.9	-1	2	-5	-3	-15	1	-5	i
C(=Nc1cccc2c(N=Cc3ccco3)cccc12)c1ccco1	-4	2.5	-8	-1	1	24	19	-17	2	i
CC1=NN(C(N)=S)C(=O)C1N=Nc1ccccc1[N+](=O)[O-] (stereo not drawn)	2	1.0	nt	-4	-26	14	3	-6	2	i
CCCc1cc(=O)oc2c(C)c(OCC(=O)Nc3ccc(CN4CCOCC4)cc3)ccc12	2	4.3	6	-5	2	-21	-4	-5	1	i
CN(C)CCCN1C(=O)C(O)=C(C(=O)c2cc3ccccc3o2)C1c1ccccn1 (stereo not drawn)	-1	-4.2	-1	-1	-18	3	-2	-1	-1	i
Cc1ccc(NC(=O)Cn2nnc3ccccc32)cc1	0	1.1	-1	-8	14	-2	-3	3	3	i
Cc1cc2cc3c(cc2nc1SCC(=O)Nc1nc(C)c(C)s1)OCO3	-8	0.2	0	1	-5	-10	-63	36	4	i
CC(=O)N1CCN(C(=O)CSc2nnc(C)n2-c2ccccc2)CC1	4	-1.3	-11	-1	6	-5	4	1	2	i
O=c1ccc(-c2ccccc2)nn1Cc1ccccc1F	4	0.4	-6	-10	-11	6	19	2	-4	i
O=c1cc(N/N=C/c2ccccc2)[nH]c(=O)[nH]1	-1	0.6	-7	1	-11	4	12	-25	6	i
C=CCc1ccccc1OCCn1nnc2ccccc21	2	-0.2	-8	-6	4	13	8	-5	0	i
C=CCSc1ncccc1C(=O)NCc1ccccc1	1	1.0	-2	-2	0	-2	-8	2	0	i
CN(C)S(=O)(=O)c1ccc(NC(=O)C2CC(=O)N(Cc3ccccc3Cl)C2)cc1 (stereo not drawn)	-1	-0.5	-13	-8	-2	7	2	-1	1	i
OCC1CCN(Cc2nc(Cc3ccccc3Cl)no2)CC1	2	-0.1	-6	-2	-4	8	-17	7	1	i
CC(C)(O)c1cc(=O)sc2nc3ccccc3n12	9	-1.8	-5	7	9	9	3	-2	-4	i
COc1ccc(C(=O)NC(=S)NNC(=O)c2ccncc2)cc1Br	2	-1.2	-10	8	7	-4	-4	2	2	i
O=C(Nc1cccc2ccccc12)N1CCN(Cc2ccccc2)CC1	1	-2.0	-2	-2	-4	30	5	2	-3	i
Cc1onc(-c2c(F)cccc2Cl)c1C(=O)Nc1cccc(S(=O)(=O)N2CCOCC2)c1	1	0.7	-2	1	2	3	8	-2	-3	i
CC1CCC(C(C)C)C(OCC(O)CNC(C)(C)C)C1 (stereo not drawn)	-3	-2.5	-11	-12	2	4	12	-1	2	i
CCCCN(CCCC)CCNC(=O)CN1C(=O)COc2ccc(S(=O)(=O)N3CCOCC3)cc21	-4	-1.1	-1	-3	-1	5	3	2	-4	i
CCCCn1c(N)c(N(CCOC)C(=O)COC(=O)CCOc2ccccc2C)c(=O)[nH]c1=O	1	-0.8	-3	4	1	2	-8	2	0	i
C[C@@H]1CN([C@@H](C)CO)C(=O)CCCn2nncc2CO[C@@H]1CN(C)C(=O)Nc1ccc(N2CCN(C)CC2)cc1	0	-1.8	nt	-4	2	7	-18	2	-1	i
CCn1nc(CC(=O)Nc2nnc(CC(=O)N3CCCCC3)s2)c2ccccc2c1=O	-4	-0.4	6	0	1	9	0	3	-2	i
COCC1CCN(C(=O)c2ccc(OC)c(OC3CCN(C(C)C)CC3)c2)CC1	-7	0.9	-3	-2	2	-23	-9	2	6	i
